GRIN3A LBD mod: NR3A (human) ligand-binding domain modulation | NR3A LBD differential scanning fluorimetry, Tm shift; 0% = protein alone, 100% = glycine-bound protein | Tm shift relative to glycine control, % at 25 µM | hit rate 2.5% among 340,000 | AID 1259313;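 active means melting temperature shift of at least 10% of the positive control shift, at one fixed dose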
MPTP block: inhibitors of mitochondrial permeability transition pore; hit rate 1.4% among 360,000; inhibition, % at 10 µM; isolated mouse mitochondria, Ca2+ swelling absorbance, 30 min;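 active means inhibition of 50% or more, scaled per plate between neutral and stimulator controls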;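 further: 0% = DMSO wells given calcium and 100% = 1 mM EGTA wells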
SENP6 block: blocks the human protease SENP6; Q9GZR1; Recombinant SENP6 catalytic domain, aminoluciferin luminescence; inhibition, % at 10 µM; hit rate 1.8% among 330,000; AID 2599;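 active means inhibition above about 50% at the single tested dose, limit read from the data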;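 further: plate controls were DMSO wells with enzyme for no effect and DMSO wells lacking enzyme for full effect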
SENP7 block: inhibitors of human SENP7 protease; Q9BQF6; recombinant SENP7, Z-RLRGG-aminoluciferin luminescence, 40 min; inhibition, % at 5 µM; hit rate 1.5% among 330,000; AID 434973;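 active means inhibition above about 50% at the single test dose, limit read from the data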;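 further: plate controls were DMSO with enzyme for no effect and no enzyme buffer wells for full effect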
PfGluPho inh: PfG6PD (Plasmodium falciparum) enzyme inhibition; PfGluPho enzyme, NADPH resazurin-diaphorase fluorescence; inhibition, % at 20 µM; hit rate 0.78% among 350,000; AID 504690;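 active means inhibition reaching at least a set limit at 20 µM in the primary screen, cut at about 59% in these data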;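 further: 0% = DMSO wells with substrate and 100% = DMSO wells lacking glucose-6-phosphate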
ATG4B inhibitor: ATG4B (human) cysteine protease inhibition | ATG4B cleavage of LC3-PLA2, NBD-HPC fluorescence, 1 h | Q9Y4P1 | inhibition, % at 8.33 µM | AID 504462 | hit rate 0.51% among 340,000; in the data active means inhibition above about 40%
SENP8 inh: blocks human SENP8 cleavage of Nedd8 substrate; hit rate 0.64% among 360,000; recombinant SENP8, Nedd8 substrate fluorescence; Q96LD8; AID 602440; inhibition, % at 20 µM; in the data active means inhibition mostly above about 40%, no sharp cut-off; inactive means mostly below about 27%
Target sequence (Q96LD8 whole entry, looked up): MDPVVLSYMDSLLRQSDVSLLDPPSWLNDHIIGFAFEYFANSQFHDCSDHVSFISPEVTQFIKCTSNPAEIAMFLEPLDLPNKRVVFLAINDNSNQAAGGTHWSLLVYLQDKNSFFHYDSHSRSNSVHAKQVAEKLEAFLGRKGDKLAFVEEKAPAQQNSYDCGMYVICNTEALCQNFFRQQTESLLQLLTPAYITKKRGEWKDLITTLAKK
HKDC1 inh: HKDC1 (human) hexokinase inhibition; recombinant HKDC1, G6PDH/diaphorase resazurin coupled fluorescence; inhibition, % at 20 µM; hit rate 0.16% among 340,000;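 active means inhibition above about 35% when tested at 20 µM, limit read from the data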;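 further: plate controls were DMSO wells with enzyme for no effect and DMSO wells lacking enzyme for full effect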
Target sequence (Q2TB90 whole entry, looked up): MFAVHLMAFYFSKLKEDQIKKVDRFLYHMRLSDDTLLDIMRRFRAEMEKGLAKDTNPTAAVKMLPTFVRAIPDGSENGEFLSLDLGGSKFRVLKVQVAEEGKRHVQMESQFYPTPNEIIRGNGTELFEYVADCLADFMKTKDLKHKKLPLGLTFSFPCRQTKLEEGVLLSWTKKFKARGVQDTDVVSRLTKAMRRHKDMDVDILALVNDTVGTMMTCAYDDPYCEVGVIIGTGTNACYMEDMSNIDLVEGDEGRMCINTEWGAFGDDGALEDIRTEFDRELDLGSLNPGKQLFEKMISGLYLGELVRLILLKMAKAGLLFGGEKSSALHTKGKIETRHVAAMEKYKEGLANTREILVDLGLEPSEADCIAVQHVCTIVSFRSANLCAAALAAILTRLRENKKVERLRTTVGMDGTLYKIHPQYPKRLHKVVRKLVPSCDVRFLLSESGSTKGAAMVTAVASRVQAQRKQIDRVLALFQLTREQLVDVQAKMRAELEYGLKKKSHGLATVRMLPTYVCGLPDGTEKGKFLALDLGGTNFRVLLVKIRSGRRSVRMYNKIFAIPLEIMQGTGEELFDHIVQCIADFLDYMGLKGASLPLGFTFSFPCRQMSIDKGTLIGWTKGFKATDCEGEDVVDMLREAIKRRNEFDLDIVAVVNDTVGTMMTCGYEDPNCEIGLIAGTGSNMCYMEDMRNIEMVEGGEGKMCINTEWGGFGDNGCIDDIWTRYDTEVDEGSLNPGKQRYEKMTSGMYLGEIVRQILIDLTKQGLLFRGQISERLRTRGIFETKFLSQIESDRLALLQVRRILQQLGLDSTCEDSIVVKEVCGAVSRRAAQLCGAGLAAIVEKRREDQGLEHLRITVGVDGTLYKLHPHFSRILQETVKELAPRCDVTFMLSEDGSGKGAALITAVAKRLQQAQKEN
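Assay system: recombinant HKDC1 hexokinase; detection: coupled resazurin fluorescence, excitation 525 nm, emission 613 nm; benchmarks: DMSO-plus-enzyme-mix negative control, buffer-substituted positive control; compound dosing: single 20 µM dose; schedule: 90 min at room temperature in dark; also added: glucose plus 1 mM ATP as hexokinase substrates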
Active calls of the source: *; i = inactive; nt = not tested or not shown; & = joins results of further samples.

SMILES	GRIN3A LBD mod	MPTP block	SENP6 block	SENP7 block	PfGluPho inh	ATG4B inhibitor	SENP8 inh	HKDC1 inh
CCN(CC)CCCNC(=O)C(C)n1c2ccccc2c2nc(=O)cc(C)n21 (configuration not stated)	-1	-0.5	-23	-4	-6	-3	-17	-3
N#Cc1ccc(C(c2nnnn2Cc2ccccc2)N2CCCC2)cc1 (configuration not stated)	1	0.5	2	2	8	-9	11	1
COc1nc(C)cc(C)c1S(=O)(=O)c1ccccc1C	-1	-0.1	17	0	10	-2	12	2
CCCc1nc2oc3c(=O)[nH]cnc3c2c2c1CCCC2	-1	1.1	7	0	-4	-4	-15	-1
CN1CCN(C(=O)c2ccccc2-c2ccccc2C(=O)O)CC1	3	-2.2	-3	0	-5	13	11	-6
Cc1ccc(Nc2nnc(SC(C)C(=O)NCC3CCCO3)s2)cc1 (configuration not stated)	-4	-0.7	-9	-1	29	0	8	-6
CSc1ccc(Cl)c(C(=O)N2CCN(CC(=O)N3CCCC3)CC2)c1	-1	-0.7	-2	0	13	-8	3	-4
Cc1ccc(CN2C(=O)C(CC(C)C)Nc3ncnc(N4CCN(c5ccccc5)CC4)c32)cc1 (configuration not stated)	-2	0.6&1.7	-5	9	19	-12	-11&0	2
CCCCn1c(N)c(N(CC)C(=O)c2ccc3c(c2)S(=O)(=O)c2ccccc2C3=O)c(=O)[nH]c1=O	2	2.9	-6	-4	-1	-10	8	6
O=C(NCCC(=O)N1CCCC(C(F)(F)F)C1)c1ccccc1Cl (configuration not stated)	4	-1.9	-1	9	5	0	2	-4
COC(=O)CSc1nc(N)c(C#N)c(-c2ccc(O)cc2)c1C#N	1	4.4	-20	-3	0	-7	-53	-5
Cc1ccc(S(=O)(=O)Nc2ccc3c(c2)ncn3C(C)(C)C)cc1	-1	0.7	5	3	-6	-5	1	-6
COc1cc(N2CCCC2)c(OC)cc1C=O	-1	0.3	-10	6	17	0	-194	-1
Cn1cc(C(=O)c2ccc(Cl)cc2Cl)cc1C(=O)N/N=C(\N)COc1ccc(Cl)cc1	-1	10	-5	-5	-22	-11	29	-26
CC(C)(C)CC(=O)NC(=S)NCc1ccco1	0	0.9	-13	0	2	-3	9	-5
CC1(c2ccc(Cl)cc2)NC(=O)N(CN2CCOCC2)C1=O (configuration not stated)	-1	-0.7	-35	3	-5	8	9	-7
O=C(NCc1ccccc1)C(=O)NCC1OCCN1S(=O)(=O)c1ccc(Br)cc1 (configuration not stated)	-1	-0.4	-4	-7	-10	0	1	0
Cn1c(=O)c2c(nc(N3CCCCCC3)n2CCSc2nc3ccccc3o2)n(C)c1=O	2	-1.2	0	-3	18	3	6	-4
COc1ccccc1-c1cc(C(F)(F)F)nc(S(C)(=O)=O)n1	0	1.2	-5	-1	-15	-1	-232	3
CCOC(=O)NNC(=O)CCn1c2c(c3ccccc31)CCCC2	3	2.0	-12	-7	-17	17	5	1
c1ccc(N=P(N2CCOCC2)(N2CCOCC2)N2CCOCC2)cc1	-1	-1.3	2	3	-11	15	2	2
CCOc1ccc(OCCC(=O)OCC(=O)N2CCN(S(=O)(=O)c3ccc(Cl)cc3)CC2)cc1	4	0.9	-6	-10	12	1	6	2
O=C(O)/C=C/c1ccc(Cn2ccnc2)cc1	-4&0	-4.4&-3.5	-5	4	-1&4	-4&-6	-3&5	-4&-5
COc1ccc(OC)c(C(=O)NC(CC(N)=O)c2ccc(NCc3ccccn3)c([N+](=O)[O-])c2)c1 (configuration not stated)	-2	0.0	-4	1	-1	-5	10	0
C=CCSc1nnc(NC(=O)c2nc(SCC)ncc2Cl)s1	5	-0.6	-24	-6	2	12	22	-1
Clc1ccc(-c2nnc3n2CCCC3)cc1	-5	-0.7	-14	-10	-7	-6	6	-12
CCCCn1c(N)c(N(CCOC)C(=O)C2CC(=O)N(Cc3ccco3)C2)c(=O)[nH]c1=O (configuration not stated)	0	-0.8	-1	-1	0	-27	-6	-6
COc1ccc(-c2nc(NC(=O)Cn3c(=O)oc4ccccc43)sc2C)cc1	0	8.0	-1	-3	5	-12	-8	-3
Cc1cccc(N2CC3=C(C2=O)C(c2ccccc2)NC(=O)N3C)c1 (configuration not stated)	2	-1.3	-7	0	5	-17	-64	2
C[C@H]1CN([C@@H](C)CO)C(=O)Cc2cc(NC(=O)Cc3ccccc3)ccc2O[C@H]1CN(C)S(=O)(=O)c1cccs1	-1	1.4	-2	3	-5	-14	7	5
Cc1nn(-c2ccccc2)c(Cl)c1C(=O)NCc1ccccc1F	0	0.8	-18	1	-16	2	0	-5
Nn1c(Cc2ccc(Br)cc2)n[nH]c1=S	1	-2.2	0	11	58	1	-2	-6
CCOc1c(Cl)cc(/C=N/O)cc1OC	11*	1.6	-15	0	-16	9	20	3
CCOc1ccc(S(=O)(=O)N2CCC(C(=O)Nc3cccc(NC(C)=O)c3)CC2)cc1	8	0.1	-21	-3	-14	-3	3	-5
S=c1[nH]nc(-c2ccccc2)c2ccccc12	-1	-0.2	-8	-3	10	-11	6	-3
CCCCN(C(=O)Cc1coc2cc(C)c(C)cc12)c1c(N)n(Cc2ccccc2)c(=O)[nH]c1=O	-3	-0.8	-6	-8	-14	1	-4	-3
COc1ccccc1OCC(O)CN1CCOCC1 (configuration not stated)	3	-0.8	28	-6	17	-7	6	-7
Cn1c(N)c(C(=O)COC(=O)CC(NC(N)=O)c2ccc(Cl)cc2)c(=O)n(C)c1=O (configuration not stated)	0	-0.3	-3	7	5	1	12	-2
COc1cccc(N=Nc2c(C)[nH]n(-c3ccccc3)c2=O)c1	0	2.9	1	1	8	6	29	11
COC(=O)c1ccccc1S(=O)(=O)N1CCC(C(=O)OC(C)C(=O)N(C)Cc2ccccc2)CC1 (configuration not stated)	2	-0.2	nt	nt	-4	-1	5	-7

The final 2 entries of the part above open the next one.
SMILES	GRIN3A LBD mod	MPTP block	SENP6 block	SENP7 block	PfGluPho inh	ATG4B inhibitor	SENP8 inh	HKDC1 inh
COc1cccc(N=Nc2c(C)[nH]n(-c3ccccc3)c2=O)c1	0	2.9	1	1	8	6	29	11
COC(=O)c1ccccc1S(=O)(=O)N1CCC(C(=O)OC(C)C(=O)N(C)Cc2ccccc2)CC1 (configuration not stated)	2	-0.2	nt	nt	-4	-1	5	-7
CCOc1ccc(NC(=O)C2CCCN(S(=O)(=O)c3c(C)nn(C)c3C)C2)cc1 (configuration not stated)	0	-0.1	7	15	1	-3	15	1
CCN1CCN(C(CNS(=O)(=O)c2ccc(OC)c(C)c2)c2cccnc2)CC1 (configuration not stated)	0	-1.1	-5	-9	6	-2	19	-5
C=C(C)[C@@H]1CC=C(CN2CCC(CCOC)(C(=O)OCC)CC2)CC1	2	1.0	5	2	6	1	15	6
CCOC1(OCC)N=C(N)C2(C#N)C(c3ccc(NC(C)=O)cc3)C12C#N (configuration not stated)	-1	-2.4	6	6	-1	-1	-364	1
CCN(CC)c1cc(C)c(C#N)c2nc3ccccc3n12	-4	1.9	-10	1	-18	-7	-444	3
Cc1cc(C)c2nc3nc(C)cc(C)c3c(N)c2c1	-2	3.3	nt	nt	5	-7	-417	15
O=C(O)c1ccc(CSc2nnc(-c3cccnc3)n2-c2ccc(Br)cc2)cc1	0	-1.5	1	2	-8	4	-1	-4
C=CCN(C(=O)CCC(=O)Nc1cc(C)on1)C(C(=O)NC1CCCC1)c1ccc(OC)cc1OC (configuration not stated)	-2	-0.7	-10	-3	13	-1	26	-6
Cn1c(/C(C#N)=C/c2ccncc2)nc2ccccc21	1	-1.1	-11	4	-12	0	-29	-8
CN1C(=O)C(O)(C2OC(C)(C)CCC2=O)c2ccccc21 (configuration not stated)	2	0.5	-2	1	-1	10	14	-1
Cc1cc(F)ccc1S(=O)(=O)N1CCCOC1CNC(=O)C(=O)NCCCN1CCOCC1 (configuration not stated)	-1	-1.2	15	-10	1	3	4	-6
Cc1ccc(Oc2ccc(-c3nc(N)nc(N)n3)cc2)cc1	-9	1.6	-8	0	-3	10	36	13
CC(=O)c1cccc(OC(=O)C2=CC=CN3CCS(=O)(=O)N=C23)c1	1	-2.0	3	-12	-3	-5	i	-4
COc1cccc2c(SCC(=O)N/N=C/c3ccc(O)c(O)c3)cc(C)nc12	4	0.1	nt	nt	20	0	-317	0
Cc1ccc(NC(=O)c2oc3ccccc3c2NC(=O)c2ccc3c(c2)OCO3)cc1	-1	1.0	-9	4	3	6	-113	12
COc1ccccc1Nc1nc2nonc2[nH]c1=O	-7	5.9	-9	-12	-2	-8	-2	5
O=C(CCSCc1ccccc1F)N1CCN(c2ccccn2)CC1	1	1.0	0	1	-6	12	-4	-10
CCOc1ccccc1/C=N/N1CCN(Cc2ccccc2)CC1	-1	-0.5	-19	17	0	2	5	-4
COC(=O)C(Cc1csc2ccc(Cl)cc12)NC(=O)c1ccc(Cl)cc1 (configuration not stated)	-5	28	-11	3	14	16	3	0
CCN(CC(=O)Nc1c(F)cccc1F)C(=O)c1cc(C)nc2ccccc12	0	-0.9	-9	2	2	-2	11	2
CCCC(CCC(=O)OC)(C(=O)OCC)c1csc(N)n1 (configuration not stated)	-19	0.9	-13	3	-2	6	5	7
CC1=C(C(=O)Nc2ccccc2C(F)(F)F)C(c2ccc(C)s2)NC(=S)N1 (configuration not stated)	1	-3.0	-16	-3	5	6	1	-4
COc1cc(NC(=O)c2ccccc2F)ccc1NC(=O)c1ccccc1Cl	5	0.9	-1	6	2	0	-3	-1
O=C(O)C1C2CCC(O2)C1C(=O)Nc1ccc(F)cc1 (configuration not stated)	-1	1.6	0	-4	-1	1	-1	-6
CC(=O)C1=NN(c2ccc(Cl)cc2)C(c2ccc3c(c2)OCO3)N(C(C)=O)N1C (configuration not stated)	-2	0.8	-17	-6	10	-5	20	2
COc1cccc(NC(=O)CN(C)C(C)C(=O)N2CCCC2)c1 (configuration not stated)	0	-1.9	3	-2	-15	2	14	-1
CCOC(=O)c1nnn(CC(=O)Nc2cccc(F)c2)c1C(=O)OCC	0	-0.1	-15	-4	12	-13	16	-6
O=C(NCC1CCCO1)C1CCN(S(=O)(=O)c2ccccc2)CC1 (configuration not stated)	1	-0.4	-19	-20	-7	8	18	0
O=C(CCCCCN1C(=O)c2ccccc2C1=O)Oc1ccc2c3c(c(=O)oc2c1)CCC3	-1	1.3	-17	1	8	-1	-302	5
CCOc1ccccc1NC(=O)C1C2C=CC(C2)C1C(=O)O (configuration not stated)	-1	-2.0	-8	-5	2	-3	15	-9
Cc1ccc(C(=O)NCCSC2CCCCC2)cc1S(=O)(=O)Nc1ccccc1	16*	28	-16	5	6	-33	4	18
COc1ccc(CCNC(=O)CSc2nc(-c3ccc(OC)c(OC)c3)ccc2C#N)cc1	1	4.3	-4	7	-2	2	-412	1
CCN(CC)S(=O)(=O)c1cc(NC(=O)COc2ccc(C#N)cc2OC)ccc1C	-6	1.5	1	3	-9	-14	12	-8
CCN(Cc1ccncc1)C(=O)CCc1nnc(CCc2ccc(OC)cc2)o1	0	-0.8	-10	-4	-21	2	19	2

Reformatted with values under each structure: 2 of the compounds above.
Results follow in this order: GRIN3A LBD mod | MPTP block | SENP6 block | SENP7 block | PfGluPho inh | ATG4B inhibitor | SENP8 inh | HKDC1 inh
- O=C(CCCCCN1C(=O)c2ccccc2C1=O)Oc1ccc2c3c(c(=O)oc2c1)CCC3
→ -1 | 1.3 | -17 | 1 | 8 | -1 | -302 | 5
- CCOc1ccccc1NC(=O)C1C2C=CC(C2)C1C(=O)O (configuration not stated)
→ -1 | -2.0 | -8 | -5 | 2 | -3 | 15 | -9

Gathered by group, the entries above with bromine
SMILES	GRIN3A LBD mod	MPTP block	SENP6 block	SENP7 block	PfGluPho inh	ATG4B inhibitor	SENP8 inh	HKDC1 inh
O=C(NCc1ccccc1)C(=O)NCC1OCCN1S(=O)(=O)c1ccc(Br)cc1 (configuration not stated)	-1	-0.4	-4	-7	-10	0	1	0
Nn1c(Cc2ccc(Br)cc2)n[nH]c1=S	1	-2.2	0	11	58	1	-2	-6
O=C(O)c1ccc(CSc2nnc(-c3cccnc3)n2-c2ccc(Br)cc2)cc1	0	-1.5	1	2	-8	4	-1	-4

High-throughput results: PubChem BioAssay, Sanford-Burnham Center for Chemical Genomics
